Screening results as filed in PubChem.
Siah-1 displacement: Siah-1 peptide-binding antagonists, primary screen, biochemical, fluorescence polarization, rhodamine-plectin, uHTS (AID 1817); 0.02% of 290,000 active; displacement, % at 20 µM, or IC50 in µM where a hit was titrated; Siah-1 / rhodamine-plectin peptide fluorescence polarization; higher % means a stronger effect;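 active = displacement of at least 50% at 20 µM, with a fluorescence ratio check between 0.3 and a set limit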;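 also: plate controls were Siah plus tracer with DMSO for no effect and tracer alone without Siah for full effect; strong numbers were not always called active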
GPR55 antagonists: GPR55 antagonists blocking LPI-driven arrestin recruitment, primary screen, imaging, U2OS, beta-arrestin-GFP, LPI agonist (AID 2013); G-protein coupled receptor 55 (Homo sapiens); U2OS GPR55 beta-arrestin-GFP translocation imaging, LPI antagonism; higher % means a stronger effect; inhibition, % at 10 µM; hits with a dose series show IC50 in µM; 0.13% of 290,000 active;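 active = spots per cell inhibited over 60%, with over 100 cells counted and total cytoplasm intensity under 500,000; inconclusive = wells with under 100 cells, flagged as likely toxic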;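 also: U2OS cells stably carrying GPR55 and arrestin-GFP stimulated by 5 µM LPI near EC80; imaged beta-arrestin-GFP aggregate spots per cell after agonist stimulation; plate controls were LPI-stimulated DMSO wells for no effect and DMSO wells without LPI for full effect; some results filed as inactive read as strong as hits; confirmed hits need IC50 under 10 µM and bright autofluorescent wells are also inconclusive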
NTR1 agonist: agonists of NTR1, primary screen, imaging, U2OS cells, beta-arrestin-GFP, high content (AID 493036); NTR1-U2OS beta-arrestin-GFP spot imaging, agonist mode; activation, % at 20 µM; 0.17% of 330,000 active;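 active = activation at or above 40% of the spot to cytoplasm intensity ratio, with at least 20 cells analyzed; inconclusive = wells under 20 cells, flagged as cytotoxic or low count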;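 also: 0% = DMSO without peptide and 100% = 100 nM NTR1 peptide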
Target sequence (P30989 whole entry, looked up): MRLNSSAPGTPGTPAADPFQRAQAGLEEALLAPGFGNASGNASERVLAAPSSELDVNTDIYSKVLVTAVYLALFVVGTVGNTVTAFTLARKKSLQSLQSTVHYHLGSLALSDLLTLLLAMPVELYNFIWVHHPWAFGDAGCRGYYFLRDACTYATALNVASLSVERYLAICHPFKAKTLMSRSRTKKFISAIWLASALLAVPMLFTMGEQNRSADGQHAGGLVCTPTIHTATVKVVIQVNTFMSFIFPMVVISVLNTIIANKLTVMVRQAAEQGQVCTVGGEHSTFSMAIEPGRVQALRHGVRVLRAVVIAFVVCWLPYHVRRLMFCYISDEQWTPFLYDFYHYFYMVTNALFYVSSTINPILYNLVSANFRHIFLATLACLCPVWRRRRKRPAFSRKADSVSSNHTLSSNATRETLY
HIV peptide binding: inhibitors of HIV fusion peptide binding, primary screen, biochemical, uHTS, fluorescence dequenching (AID 1986); cell-free peptide binding, fluorescence dequenching, 30 min; higher % means a stronger effect; inhibition, % at 20 µM, or IC50 in µM where a hit was titrated; 0.3% of 290,000 active; in the data active = inhibition mostly above about 52%, no sharp cut-off; inactive = mostly below about 76%; also: some results filed as inactive read as strong as hits
PhoP inhibition: inhibitors of PhoP regulon expression, primary screen, Salmonella Typhimurium, GFP reporter (AID 1863); 0.16% of 300,000 active; inhibition, % at 50 µM, or IC50 in µM where a hit was titrated; S. Typhimurium PhoP-regulated promoter GFP reporter, 4 h; higher % means a stronger effect;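 active = inhibition over 29.93%, a cutoff 3 SD above the screen mean, later confirmed by dose response; inconclusive = inhibition over 29.93% but no dose response follow-up; inactive = inhibition at most 29.93% or unconfirmed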;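 also: 0% = low Mg2+ inducing control and 100% = high Mg2+ repressing control; strong numbers were not always called active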
LYP phosphatase: inhibitors of LYP phosphatase, biochemical, fluorescence intensity, uHTS (AID 1779); Tyrosine-protein phosphatase non-receptor type 22 (Homo sapiens); recombinant LYP phosphatase, fluorescence intensity; higher % means a stronger effect; inhibition, % at 11.5 µM, or IC50 in µM where a hit was titrated; 0.054% of 290,000 active; in the data active = inhibition above about 50%;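 also: plate controls were vehicle with enzyme for no effect and no enzyme for full effect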
Rac1 GTP hydrolysis: MgcRacGAP GTPase-activating activity inhibitors, confirmation, biochemical, ADP Hunter fluorescence; Rac GTPase-activating protein 1 (Homo sapiens); MgcRacGAP-stimulated Rac1 GTP hydrolysis, ADP Hunter fluorescence; higher % means a stronger effect; GST-tagged Rac1 F28L mutant substrate; one-dose inhibition, % at 30 µM; IC50 in µM for titrated hits; 0.6% of 340,000 active;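 active = first-screen hits whose inhibition reached a set limit at any dose in the follow-up dose series; inconclusive = inhibition above the set first-screen limit but never retested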;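 also: fluorescence reports GDP produced by GAP-driven GTP hydrolysis; strong numbers were not always called active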
GPR35 arrestin U2OS: GPR35 antagonists blocking zaprinast-driven arrestin recruitment, primary screen, imaging, U2OS, beta-arrestin-GFP, zaprinast agonist (AID 2058). U2OS GPR35 beta-arrestin-GFP translocation imaging, zaprinast antagonism; higher % means a stronger effect. inhibition, % at 10 µM; hits with a dose series show IC50 in µM. 0.052% of 290,000 active. G-protein coupled receptor 35 (Homo sapiens);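 active = inhibition of at least 50% with at least 30 cells and total cytoplasm GFP at most 10,000,000; inconclusive = under 30 cells or total GFP of 10,000,000 plus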
Myeloid diff MLP: induction of myeloid progenitor differentiation, primary screen, cell-based, flow cytometry, MLPCN library; ER-HoxA9 myeloid progenitors, lysozyme-GFP differentiation; calls only at 10 µM; 1% of 360,000 active; AID 624256, 2012;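 active = normalized GFP-positive differentiation at or above the plate's own cutoff, the solvent-only control mean plus 3 SD; inconclusive = no clear call, values can overlap the other calls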;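 also: cells exposed to compound for four days before flow analysis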
NTR1 agonist cell count 20 µM: also measured in NTR1 agonist; calls as there; cell count; measured here: cell count, cytotoxicity flag
Myeloid diff MLP GFP+ MAC1+ %: recorded beside Myeloid diff MLP, whose call it bears; GFP+ MAC1+ double positive, %; measured here: differentiation confirmed by MAC1 staining
Active calls of the source: *.

Screening CN(C)S(=O)(=O)c1ccc2c(c1)nc(CCC(=O)Nc1ccc3c(c1)OCO3)n2C returned Siah-1 displacement -1%, GPR55 antagonists -1%, NTR1 agonist -0.8, HIV peptide binding 2.5%, PhoP inhibition -4%, LYP phosphatase -5%, Rac1 GTP hydrolysis 8%, GPR35 arrestin U2OS -9%, Myeloid diff MLP inactive, NTR1 agonist cell count 20 µM 38 and Myeloid diff MLP GFP+ MAC1+ % 0.2.
For Cc1nc(COc2ccccc2Cl)sc1-c1ccnc(N)n1 the results were Siah-1 displacement 6%, GPR55 antagonists -1%, NTR1 agonist -1.4, HIV peptide binding 0.4%, PhoP inhibition 0%, LYP phosphatase -6%, Rac1 GTP hydrolysis 7%, GPR35 arrestin U2OS -5%, Myeloid diff MLP inactive, NTR1 agonist cell count 20 µM 42 and Myeloid diff MLP GFP+ MAC1+ % 1.0.
COCCn1c(C)cc(C(=O)CSc2nc(C)cc(C)c2C#N)c1C was read as Siah-1 displacement 2%, GPR55 antagonists 10%, NTR1 agonist 4.0, HIV peptide binding 1.3%, PhoP inhibition -14%, LYP phosphatase 0%, Rac1 GTP hydrolysis 6%, GPR35 arrestin U2OS 6%, Myeloid diff MLP inactive, NTR1 agonist cell count 20 µM 63 and Myeloid diff MLP GFP+ MAC1+ % 0.7.
Screening Clc1ccc(-c2cnc3n2CCC3)cc1 returned Siah-1 displacement 1%, GPR55 antagonists 24%, NTR1 agonist 0.2, HIV peptide binding 13%, PhoP inhibition 35%, LYP phosphatase -9%, Rac1 GTP hydrolysis -8%, GPR35 arrestin U2OS 6%, Myeloid diff MLP inactive, NTR1 agonist cell count 20 µM 72 and Myeloid diff MLP GFP+ MAC1+ % 3.1.
COCc1cc(Sc2ccc(Cl)cc2Cl)nc(-c2ccccc2)n1 was read as Siah-1 displacement 3%, GPR55 antagonists 12%, NTR1 agonist 1.9, HIV peptide binding -0.5%, PhoP inhibition 0%, LYP phosphatase -3%, Rac1 GTP hydrolysis 5%, GPR35 arrestin U2OS -3%, Myeloid diff MLP inactive, NTR1 agonist cell count 20 µM 44 and Myeloid diff MLP GFP+ MAC1+ % 0.6.
CCCCC#Cc1cncc(C(=O)N/N=C/c2cccc(OC)c2)c1 was read as Siah-1 displacement 11%, GPR55 antagonists 4%, NTR1 agonist 1.7, HIV peptide binding 2.8%, PhoP inhibition 4%, LYP phosphatase -4%, Rac1 GTP hydrolysis 0%, GPR35 arrestin U2OS -2%, Myeloid diff MLP inactive, NTR1 agonist cell count 20 µM 45 and Myeloid diff MLP GFP+ MAC1+ % 0.5.
`FC(F)(F)c1nc2ccccc2n2c(-c3ccc(Cl)cc3Cl)nnc12` gave Siah-1 displacement 2%, GPR55 antagonists 0%, NTR1 agonist 5.4, HIV peptide binding -3.2%, PhoP inhibition -5%, LYP phosphatase -5%, Rac1 GTP hydrolysis 4%, GPR35 arrestin U2OS 17%, Myeloid diff MLP inactive, NTR1 agonist cell count 20 µM 57 and Myeloid diff MLP GFP+ MAC1+ % 0.5.
Oc1cccc(/C=N/Nc2nn3cnnc3c3ccccc23)c1 was read as Siah-1 displacement 2%, GPR55 antagonists 17%, NTR1 agonist 0.3, HIV peptide binding 1.1%, PhoP inhibition -4%, LYP phosphatase -6%, Rac1 GTP hydrolysis 25%, GPR35 arrestin U2OS 6%, Myeloid diff MLP inactive, NTR1 agonist cell count 20 µM 53 and Myeloid diff MLP GFP+ MAC1+ % 0.8.
For CCOC(=O)c1sc2nc(N3CCCC3)c3c(c2c1N)CC(C)(C)OC3 the results were Siah-1 displacement -1%, GPR55 antagonists -16%, NTR1 agonist 15, HIV peptide binding -1.8%, PhoP inhibition -1%, LYP phosphatase -1%, Rac1 GTP hydrolysis -1%, GPR35 arrestin U2OS -14%, Myeloid diff MLP inactive, NTR1 agonist cell count 20 µM 67 and Myeloid diff MLP GFP+ MAC1+ % 0.3.
For Cc1ccc2nc(-c3ccncc3)cc(C(=O)N3CCOCC3)c2c1 the results were Siah-1 displacement 6%, GPR55 antagonists 7%, NTR1 agonist 0.2, HIV peptide binding 0.6%, PhoP inhibition -5%, LYP phosphatase -8%, Rac1 GTP hydrolysis 6%, GPR35 arrestin U2OS 4%, Myeloid diff MLP inactive, NTR1 agonist cell count 20 µM 59 and Myeloid diff MLP GFP+ MAC1+ % 0.7.
For Cc1cc(C)n2nc(SCC(=O)c3cc(C)n(-c4cc(C)on4)c3C)nc2n1 the results were Siah-1 displacement 2%, GPR55 antagonists -24%, NTR1 agonist 0.8, HIV peptide binding -0.9%, PhoP inhibition 8%, LYP phosphatase 5%, Rac1 GTP hydrolysis 3%, GPR35 arrestin U2OS 1%, Myeloid diff MLP inactive, NTR1 agonist cell count 20 µM 33 and Myeloid diff MLP GFP+ MAC1+ % 5.9.
CCc1ccc(C(=O)NC(=S)Nc2ccccc2N2CCOCC2)cc1 was read as Siah-1 displacement 8%, GPR55 antagonists 1.2µM*, NTR1 agonist 3.0, HIV peptide binding 3.3%, PhoP inhibition -3%, LYP phosphatase 2%, Rac1 GTP hydrolysis 7%, GPR35 arrestin U2OS 2%, Myeloid diff MLP inactive, NTR1 agonist cell count 20 µM 56 and Myeloid diff MLP GFP+ MAC1+ % 0.3.
For CCn1ccc(C(=O)NC2=C(C#N)CCC2)n1 the results were Siah-1 displacement 2%, GPR55 antagonists -15%, NTR1 agonist 4.2, HIV peptide binding 3.8%, PhoP inhibition 0%, LYP phosphatase -4%, Rac1 GTP hydrolysis 1%, GPR35 arrestin U2OS -6%, Myeloid diff MLP inactive, NTR1 agonist cell count 20 µM 95 and Myeloid diff MLP GFP+ MAC1+ % 0.8.
COc1ccccc1CCNC(=O)CN1C(=O)c2ccccc2S1(=O)=O was read as NTR1 agonist 4.5, PhoP inhibition -5%, Rac1 GTP hydrolysis 7%, Myeloid diff MLP inactive, NTR1 agonist cell count 20 µM 42 and Myeloid diff MLP GFP+ MAC1+ % 0.3.
For COC(=O)c1ccc(CSc2nnc(CNC(=O)COc3ccc(Cl)cc3)o2)o1 the results were Siah-1 displacement 2%, GPR55 antagonists 0%, NTR1 agonist -0.8, HIV peptide binding -2.1%, PhoP inhibition 6%, LYP phosphatase -10%, Rac1 GTP hydrolysis 1%, GPR35 arrestin U2OS 0%, Myeloid diff MLP inactive, NTR1 agonist cell count 20 µM 64 and Myeloid diff MLP GFP+ MAC1+ % 0.4.
Screening O=C(/C=C/c1ccc(Br)cc1)Nc1ccc(S(=O)(=O)Nc2ncccn2)cc1 returned Siah-1 displacement -2%, GPR55 antagonists -1%, NTR1 agonist 0.5, HIV peptide binding 4.5%, PhoP inhibition 5%, LYP phosphatase 1%, Rac1 GTP hydrolysis 0%, GPR35 arrestin U2OS 2%, Myeloid diff MLP inactive, NTR1 agonist cell count 20 µM 28 and Myeloid diff MLP GFP+ MAC1+ % 0.5.
For COc1ccc2[nH]c3c(=O)n(CCc4ccccc4)cnc3c2c1 the results were Siah-1 displacement 7%, GPR55 antagonists 2%, NTR1 agonist 0.4, HIV peptide binding -1.4%, PhoP inhibition -5%, LYP phosphatase -6%, Rac1 GTP hydrolysis 10%, GPR35 arrestin U2OS 4%, Myeloid diff MLP inactive, NTR1 agonist cell count 20 µM 75 and Myeloid diff MLP GFP+ MAC1+ % 0.6.
Screening COc1cc(O)oc1C=Nc1ccc(C(F)(F)F)cc1 returned Siah-1 displacement 2%, GPR55 antagonists -1%, NTR1 agonist -0.5, HIV peptide binding 1.5%, PhoP inhibition 8%, LYP phosphatase 5%, Rac1 GTP hydrolysis 5%, GPR35 arrestin U2OS 0%, Myeloid diff MLP inactive, NTR1 agonist cell count 20 µM 83 and Myeloid diff MLP GFP+ MAC1+ % 0.6.
For CCOc1ccc(NC(=O)CN(c2ccc([N+](=O)[O-])cc2)S(=O)(=O)c2ccccc2)cc1 the results were Siah-1 displacement 4%, GPR55 antagonists 9%, NTR1 agonist 3.8, HIV peptide binding -1.5%, PhoP inhibition 3%, LYP phosphatase 9%, Rac1 GTP hydrolysis 6%, GPR35 arrestin U2OS 0%, Myeloid diff MLP inactive, NTR1 agonist cell count 20 µM 47 and Myeloid diff MLP GFP+ MAC1+ % 0.2.
CN(NC(=O)c1ccccc1)c1nc2ccccc2nc1C(F)(F)F was read as Siah-1 displacement 0%, GPR55 antagonists 11%, NTR1 agonist 0.6, HIV peptide binding 2.0%, PhoP inhibition -4%, LYP phosphatase -9%, Rac1 GTP hydrolysis -2%, GPR35 arrestin U2OS -2%, Myeloid diff MLP inactive, NTR1 agonist cell count 20 µM 58 and Myeloid diff MLP GFP+ MAC1+ % 3.3.
For CCC(C)(C)c1ccc(OCC(=O)Nc2ccncc2)cc1 the results were Siah-1 displacement -6%, GPR55 antagonists -35%, NTR1 agonist 1.5, HIV peptide binding -0.7%, PhoP inhibition 5%, LYP phosphatase -6%, Rac1 GTP hydrolysis 7%, GPR35 arrestin U2OS 4%, Myeloid diff MLP inactive, NTR1 agonist cell count 20 µM 70 and Myeloid diff MLP GFP+ MAC1+ % 0.3.
O=C(c1ccccc1F)N1CCC(O)(c2cccnc2)CC1 was read as Siah-1 displacement 2%, GPR55 antagonists 15%, NTR1 agonist -1.0, HIV peptide binding -1.6%, PhoP inhibition -7%, LYP phosphatase -13%, Rac1 GTP hydrolysis 5%, GPR35 arrestin U2OS 5%, Myeloid diff MLP inactive, NTR1 agonist cell count 20 µM 73 and Myeloid diff MLP GFP+ MAC1+ % 0.9.
CC(C)(C)c1nnc(NC(=S)Nc2ccccc2)s1 was read as Siah-1 displacement 110%, GPR55 antagonists 13%, NTR1 agonist 0.4, HIV peptide binding 136%, PhoP inhibition 9%, LYP phosphatase 6%, Rac1 GTP hydrolysis 5%, GPR35 arrestin U2OS 3%, Myeloid diff MLP inconclusive and NTR1 agonist cell count 20 µM 47.

Random draw from the library, and some 2.4% of all compounds hit somewhere here.
